RGS4 block: human RGS4 inhibition; AID 463165; B-score at 10 µM; P49798; 0.45% of 310,000 active; HEK293 M3R/RGS4 inducible, Fluo-4 calcium flux; stronger effect = higher value; triggered by carbachol at its EC20;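 active = B-score, a plate-corrected calcium signal, over three deviations above library mean, with baseline fluorescence within five deviations of library mean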;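 note: RGS4 expression induced by doxycycline in cells with stable M3 receptor; B-score is computed from the integrated fluorescence ratio over baseline after carbachol; higher B-score means a larger calcium signal and so more RGS4 inhibition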
Target sequence (P49798 whole entry, looked up): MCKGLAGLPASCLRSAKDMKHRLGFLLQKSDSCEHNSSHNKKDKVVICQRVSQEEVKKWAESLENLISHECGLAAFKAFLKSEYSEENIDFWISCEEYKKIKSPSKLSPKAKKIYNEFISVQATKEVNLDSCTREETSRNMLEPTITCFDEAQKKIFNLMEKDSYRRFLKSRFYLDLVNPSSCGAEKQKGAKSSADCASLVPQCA
SKKanGAS inh: blocks kanamycin growth of S. pyogenes SKKanGAS strain. BacTiter-Glo, 6 h. inhibition, % at 7.5 µM. 1.3% of 300,000 active. AID 1662;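 active = mean replicate score, as percent of positive control median, at least 50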;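 note: strain carries kanamycin resistance gene driven by streptokinase promoter and grows in 40 µg/ml kanamycin; loss of luminescence reflects streptokinase promoter inhibition or plain growth inhibition; 0% = median of DMSO wells and 100% = positive control at its reference dose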
HDAC3 inh: blocks human histone deacetylase 3. 0.15% of 320,000 active. inhibition, % at 8.3 µM. O15379. recombinant HDAC3, fluorogenic peptide/trypsin coupled, fluorescence; in the data active = inhibition above about 26%, passing the limit was not always enough
KCNK3 inh: human KCNK3 channel inhibition, primary screen | B-score at 10 µM | AID 602410 | CHO-KCNK3 thallium flux, FluxOR fluorescence; stronger effect = lower value | 0.84% of 340,000 active;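 active = B-score under library mean minus 4 SD, starting fluorescence ratio at most library mean plus 5 SD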;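 note: more negative B-score means stronger inhibition of thallium flux through KCNK3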
Target sequence (O14649 whole entry, looked up): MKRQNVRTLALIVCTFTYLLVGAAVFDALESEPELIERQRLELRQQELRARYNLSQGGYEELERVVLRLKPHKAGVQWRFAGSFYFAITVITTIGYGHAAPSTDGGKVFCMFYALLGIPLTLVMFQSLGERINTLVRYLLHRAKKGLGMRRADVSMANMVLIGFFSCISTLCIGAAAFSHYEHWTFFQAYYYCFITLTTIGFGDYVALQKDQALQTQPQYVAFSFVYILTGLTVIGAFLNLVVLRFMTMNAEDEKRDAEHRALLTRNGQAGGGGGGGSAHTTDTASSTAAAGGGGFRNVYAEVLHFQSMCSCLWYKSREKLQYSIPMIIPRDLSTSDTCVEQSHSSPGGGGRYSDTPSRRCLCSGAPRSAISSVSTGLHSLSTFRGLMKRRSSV
KCNK9 block: human KCNK9 channel inhibition; HEK293 KCNK9, FluxOR thallium flux fluorescence; stronger effect = lower value; Q9NPC2; 1.2% of 310,000 active; B-score at 10 µM;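 active = ratio B-score over 3 SD below the library mean, with starting fluorescence within 5 SD of its mean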;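 note: negative B-score means less thallium flux so channel inhibition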
Target sequence (Q9NPC2 whole entry, looked up): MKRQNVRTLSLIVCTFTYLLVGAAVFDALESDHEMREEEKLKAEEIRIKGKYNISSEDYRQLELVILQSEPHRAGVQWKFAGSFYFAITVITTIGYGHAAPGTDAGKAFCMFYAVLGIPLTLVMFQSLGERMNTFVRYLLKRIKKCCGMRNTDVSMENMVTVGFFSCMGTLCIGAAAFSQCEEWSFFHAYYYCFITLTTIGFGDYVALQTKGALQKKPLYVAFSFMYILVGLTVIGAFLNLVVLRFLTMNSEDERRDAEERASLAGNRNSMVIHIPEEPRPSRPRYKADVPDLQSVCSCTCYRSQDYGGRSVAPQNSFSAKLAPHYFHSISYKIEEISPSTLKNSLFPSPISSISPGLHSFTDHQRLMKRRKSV
ANO1 activ: activates or potentiates the mouse TMEM16A chloride channel; HEK293 TMEM16A/YFP-H148Q/I152L, iodide quench fluorescence; stronger effect = lower value; B-score at 10 µM; 0.3% of 340,000 active;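 active = fluorescence-ratio B-score plate-corrected deviation score at least 3 library SD below zero, with starting fluorescence score within 5 deviations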;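 note: channel opened by trigger with iodide after compound preincubation; score built on the fluorescence ratio of max minus min over baseline; more negative score means more quench and so TMEM16A activation or potentiation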
ANO1 block: mouse TMEM16A channel inhibition, primary screen; Q8BHY3; HEK293 TMEM16A/YFP iodide influx fluorescence, ionomycin; normalized B-score (activity score, 25-100; higher = stronger inhibition) at 10 µM; 1.2% of 310,000 active; AID 588511;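 active = ratio plate-corrected score three or more library SD toward inhibition, starting fluorescence score within five deviations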;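 note: score derived from kinetic fluorescence span divided by baseline fluorescence per well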
KCNQ1 inh: inhibitors of human KCNQ1 potassium channel. 1.3% of 310,000 active. CHO-K1 KCNQ1, FluxOR thallium flux fluorescence; stronger effect = higher value. AID 2642. B-score at 10 µM. P51787;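 active = compounds whose thallium flux B-score, printed positive for inhibition, exceeds three library SD while starting fluorescence stays within three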;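 note: channel opened by potassium depolarization with thallium stimulus after 20 min compound exposure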
KCNQ1 pot: potentiators or activators of human KCNQ1 potassium channel | 0.35% of 310,000 active | P51787 | B-score at 10 µM | CHO-K1 KCNQ1, thallium flux FluxOR fluorescence; stronger effect = higher value;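 active = fluorescence ratio B-score, a plate-corrected score, at least three library SD, with initial intensity B-score within 5 SD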
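Assay system: CHO-K1 cells stably expressing KCNQ1. Medium: assay buffer for compound exposure, DMSO matched across wells. Timing: 37 °C overnight plating, 90-min dark dye load, 20-min compound pretreatment. Signal: kinetic FluxOR fluorescence, 10 s baseline plus 110 s post-stimulus.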
RGS4 act: potentiators or activators of RGS4; HEK293 M3R/inducible RGS4, carbachol calcium flux Fluo4; stronger effect = lower value; B-score at 10 µM; 0.92% of 310,000 active; AID 463111;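 active = B-score of the integrated calcium signal more than 4 SD below the library mean, with starting fluorescence not abnormally high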;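 note: negative B-score means reduced calcium response which marks RGS4 activation or potentiation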
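Material: Inducible-RGS4 HEK293 cells carrying M3 receptor; also added: carbachol at ECmax as muscarinic agonist stimulus; incubation: compound preincubation 20 min at room temperature before agonist; signal: Fluo4-AM (2 µM) calcium-flux fluorescence, kinetic read; measure: integrated calcium ratio converted to B score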
hERG rescue: compounds protecting human hERG from proarrhythmic drug block. Q12809. CHO-hERG, FluxOR thallium flux, dofetilide IC70 present. activation (rescue from dofetilide block), less the hit threshold, % at 10 µM. 0.51% of 310,000 active. AID 1511;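 active = activation above the mean of controls blocked by dofetilide plus 5 SD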;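 note: thallium influx through hERG after potassium depolarization seen as dye fluorescence rise; in these data hits start at about 4.7%; inactives centre near -7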
* = called active by the depositor; i = inactive; . = no result given.

Structure,RGS4 block,SKKanGAS inh,HDAC3 inh,KCNK3 inh,KCNK9 block,ANO1 activ,ANO1 block,KCNQ1 inh,KCNQ1 pot,RGS4 act,hERG rescue
CCN(CC)C(=O)C1CCCN(c2ccc([N+](=O)[O-])cc2/C=N/NC(=O)c2ccccc2)C1 (stereo not drawn),i,1,.,i,i,i,i,i,i,i,-8
C#CCOCCOCCOCCNc1nc(N2CCN(C(=O)C([C@@H](C)CC)n3cc(C(N)Cc4ccc(O)cc4)nn3)CC2)nc(N2CCN(C(=O)[C@H](CCC(=O)O)n3cc(C(N)Cc4ccc(O)cc4)nn3)CC2)n1 (stereo partly drawn),i,-2,-5,i,i,i,i,i,i,i,-5
Cc1ccc(S(=O)(=O)N/N=C\C=C\c2ccccc2)cc1,i,-19,6,i,i,i,i,i,i,i,-6
Cc1ccc(NC(=O)Nc2cnccn2)c(C)c1,i,-9,3,i,i,i,i,i,i,i,-4
CCCc1cc(=O)oc2cc(OCC(=O)N3CCOCC3)c(Cl)cc12,i,-1,-10,i,i,i,i,i,i,i,-3
COc1ccc(CC(=O)N2CCN(c3ccccc3F)CC2)cc1OC,i,-2,-3,i,i,i,i,i,i,i,-4
NS(=O)(=O)c1cccnc1Nc1c(Cl)cccc1Cl,i,17,2,i,i,i,i,i,i,i,-4
O=C(O)c1[nH]c2ccc(Br)cc2c1CCN1C(=O)c2cccc([N+](=O)[O-])c2C1=O,i,6,4,i,i,i,i,i,i,i,-8
Cc1ccc(NC(=O)C2CCN(C(=O)[C@@H]3Cc4ccccc4CN3)CC2)c(C)c1,i,-6,-2,i,i,i,i,i,i,i,-6
O=S(=O)(c1cccc(-c2nnc3n2CCCCC3)c1)N1CCOCC1,i,-9,0,i,i,i,i,i,i,i,-13
COc1ccc(CCNC(=O)CSc2ncnc3c2oc2ccccc23)cc1OC,i,-1,0,i,i,i,i,i,i,i,-2
CC(=O)Nc1ccc(NC(=S)NC(=O)c2ccc([N+](=O)[O-])cc2)cc1,i,-16,3,i,i,i,i,i,i,i,-7
CCO[C@H]1OC(C(=O)NC2CC2)=C[C@@H](c2c[nH]c3ccccc23)[C@@H]1CCCO,i,-1,0,i,i,i,i,i,i,i,-5
COC(=O)c1ccsc1NC(=O)CN1CCN(Cc2ccc3c(c2)OCO3)CC1,i,0,6,i,i,i,i,i,i,i,-22
CC1CN(C(=O)CCN2C(=O)c3ccccc3C2=O)CC(C)O1 (stereo not drawn),i,5,0,i,i,i,i,i,i,i,-6
CNC(=S)NNC(=O)c1sccc1OCc1ccccc1,i,-2,-1,i,i,i,i,i,i,i,-9
Cc1ccc(SCC(=O)NC(C)c2ccccc2)cc1 (stereo not drawn),i,-1,-8,i,i,i,i,i,i,i,-7
O=C(NCCCCCCNC(=O)OCCO)OCCO,i,-6,-2,i,i,i,i,i,i,i,-14
CCOC(=O)c1c(NC(=O)COC(=O)c2ccccc2NC)sc(C(=O)N(C)C)c1C,i,40,-11,i,i,i,i,i,i,i,-11
CCOC(=O)C1=C(O)C(=O)N(c2ccc(S(N)(=O)=O)cc2)C1c1ccccc1 (stereo not drawn),i,-8,0,i,i,i,i,i,i,i,-5
CSC1=C(C#N)C(CC(C)C)C2=C(CCCC2=O)N1 (stereo not drawn),i,9,3,i,i,i,i,i,i,i,-4
Cc1ccc(NC(=O)Cn2c(CCC(=O)O)ccc2-c2cccs2)cc1Cl,i,3,1,i,i,i,i,i,i,i,-8
Cc1cccc(C)c1NC(=O)C[n+]1cc(-c2ccccc2)n2c1CCC2,i,0,3,i,i,i,i,i,i,i,-8
Cc1ccc(C2(c3noc(CN4CCOCC4)n3)CCCC2)cc1,i,-5,1,i,i,i,i,i,i,i,-4
CC(C)c1ccc(OCC(=O)NC(=S)Nc2ccc3c4c(cccc24)CC3)cc1,i,4,-11,i,i,i,i,i,i,i,-9
CCN1CCCC1CN(Cc1cc2c(C)cc(C)cc2[nH]c1=O)C(=O)NC1CCCCC1 (stereo not drawn),i,-2,1,i,i,i,i,i,i,i,-10
COCCn1nnnc1C(CC(C)C)N1CCN(c2ccccc2)CC1 (stereo not drawn),i,-3,-1,i,i,i,i,i,i,i,-8
CC(C)C[C@H](N)C(=O)N1CCC(C(=O)N[C@H](C(=O)NCc2ccc(F)cc2)C(C)C)CC1,i,-1,-1,i,i,i,i,i,i,i,-8
CN1CCN(c2ccc([N+](=O)[O-])c(-n3nc(-c4ccccc4)c4ccccc4c3=O)c2)CC1,i,-1,2,i,i,i,i,i,i,i,-9
COc1ccc(S(=O)(=O)CC(=O)c2cc3cc(Br)ccc3oc2=O)cc1,i,3,0,i,i,i,i,i,i,i,-13
Nc1nnc(-c2cccc([N+](=O)[O-])c2)o1,i,-6,0,i,i,i,i,i,i,i,-9
Cc1cc(CSc2ccccc2)ccc1NC(=O)c1ccc(Cl)c([N+](=O)[O-])c1,i,10,-4,i,i,i,i,i,i,i,-10
Cc1ccccc1-c1nc(CN2CCC(C(=O)NCc3ccco3)CC2)c(C)o1,i,0,6,i,i,i,i,i,i,i,-13
COc1cccc(-c2nc(CS(=O)(=O)CC(=O)NCCCN3CC(C)CC(C)C3)c(C)o2)c1 (stereo not drawn),i,0,9,i,i,i,i,i,i,i,-6
O=C(Nc1ccc(F)c(Cl)c1)c1cccnc1,i,5,3,i,i,i,i,i,i,i,0
CCCn1c(S(=O)(=O)O)nc2ccccc21,i,3,3,i,i,i,i,i,i,i,-2
O=C(CN1C(=O)S/C(=C\c2ccccc2Cl)C1=O)NCCCn1ccnc1,i,0,0,i,i,i,i,i,i,i,-5
CCCCCn1c(CCCNC(=O)CC)nc2ccccc21,i,-5,.,i,i,i,i,i,i,i,-11
CSCCC(NC(=O)c1cccc(S(=O)(=O)N2CCOCC2)c1)C(=O)Nc1cccc(C)c1 (stereo not drawn),i,-5,-7,i,i,i,i,i,i,i,-2
CCC/C=N/NC(=O)CNC(=O)c1ccccc1Cl,i,-6,-6,i,i,i,i,i,i,i,-5
CCOc1cc(-c2nccc3cc(OC)c(OC)cc23)cc(OCC)c1OCC,i,-3,0,i,i,i,i,i,i,i,-3
NCCc1nnc(SCC(=O)Nc2cccc(Cl)c2)o1,i,-3,1,i,i,i,i,i,i,i,-7
CC(C)(C)NCC(O)COc1ccccc1C(C)(C)C (stereo not drawn),i,14,-6,i,i,i,i,i,8*,i,-11
Cc1ccc(S(=O)(=O)Nc2ccc(-n3c(C)nc4ccccc4c3=O)cc2)cc1,i,11,0,i,i,i,i,i,i,i,-12
COC(=O)c1ccccc1NC(=O)/C=C/c1ccco1,i,-5,-5,i,i,i,i,i,i,i,-8
CC(C)C(=O)NC(C)C(c1cccs1)N1CCOCC1 (stereo not drawn),i,-2,-6,i,i,i,i,i,i,i,-7
CC(=O)Nc1ccc(SC[C@H](CC(C)C)N2CCN(CC(C)C)CCC2=O)cc1,i,1,-2,i,i,i,i,i,i,i,-8
CSc1ccc(/C=N/N2CCN(Cc3ccc(C)cc3C)CC2)cc1,i,0,0,i,i,i,i,i,i,i,-9
CC(=O)c1ccccc1OCCCCN1CCCCC1,i,-3,5,i,i,i,i,i,i,i,-10
N#C/C(=C\c1ccc(F)cc1)c1n[nH]c(Cn2cncn2)n1,i,-8,1,i,i,i,i,i,i,i,-8
CC(C)Cc1nnc(NC(=O)CCC(=O)N2CCN(c3ccc(Cl)cc3)CC2)s1,i,-8,4,i,i,i,i,i,i,i,-7
CC(=O)NC(=C(Cl)Cl)S(=O)(=O)c1ccccc1,i,-2,-7,i,i,i,i,i,i,i,-6
O=C(NN=C1C2CC3CC1CC(Cl)(C3)C2)c1ccccn1,i,1,-4,i,i,i,i,i,i,i,-16
Cc1c(OCC(=O)N2CCC[C@@H]2C(=O)O)ccc2c3c(c(=O)oc12)CCC3,i,-1,-7,i,i,i,i,i,i,i,-7
Cc1nnsc1SCCNC(=O)Nc1ccc(Cl)cc1,i,26,6,i,i,i,i,7*,i,i,-10
COc1ccccc1N1CCN(C(=O)CN(c2ccccc2OC)S(=O)(=O)c2ccccc2)CC1,i,.,1,i,i,i,i,i,i,i,-23
O=C(O)C1CC=CCC1C(=O)N1CCCC1 (stereo not drawn),i,4,2,i,i,i,i,i,i,i,-4
O=C(CN1C(=O)/C(=C\c2cccc(Br)c2)Oc2ccccc21)NCC1CCCO1 (stereo not drawn),i,4,-3,i,i,i,i,i,i,i,-8
CN(C)CC(O)CN(c1ccccc1)c1ccccc1 (stereo not drawn),i,-3,0,i,i,i,i,i,i,i,-4
CCNC(=O)c1ccc(-n2nc(C)cc2-c2ccccc2)cc1,i,1,-1,i,i,i,i,i,i,i,-14

Later entries:
Structure,RGS4 block,SKKanGAS inh,HDAC3 inh,KCNK3 inh,KCNK9 block,ANO1 activ,ANO1 block,KCNQ1 inh,KCNQ1 pot,RGS4 act,hERG rescue
CCN(CC)C(=O)CSc1nc2ccccc2c(=O)n1CC,i,1,1,i,i,i,i,i,i,i,-10
Cc1cc(C)n(C(=O)CCCCCC(=O)n2nc(C)cc2C)n1,i,11,1,i,i,i,i,i,i,i,-9
CCOc1ccc(C(=O)NCc2ccccc2OC)cc1,i,4,1,i,i,i,i,i,i,i,-8
Fc1cccc(CN2CCN(Cc3nc(-c4cnccn4)no3)CC2)c1,i,-4,-3,i,i,i,i,i,i,i,-10
O=C(Nc1cc(N2CCCCC2)ncn1)c1ccccc1,i,-2,-2,i,i,i,i,i,i,i,-9
Cc1cc(N/C=C/C(=O)c2cccs2)ccc1F,i,10,-2,i,i,i,i,i,i,i,-11
FC(F)(F)c1ccccc1NC(=S)NN1CCOCC1,i,2,-3,i,i,i,i,i,i,i,-12
COCCCN1CC(=O)N2C(c3ccc(C)cc3)c3[nH]c4ccccc4c3C[C@H]2C1=O (stereo partly drawn),i,5,-2,i,i,i,i,i,i,i,-7
O=c1[nH]c(N/N=C/c2cc3c(cc2[N+](=O)[O-])OCO3)nc2ccccc12,i,8,.,i,i,i,i,i,i,i,-9
